Screening results deposited in PubChem BioAssay by National Center for Advancing Translational Sciences (NCATS).
Lipid storage S3: qHTS Assay for Lipid Storage Modulators in Drosophila S3 Cells. Potency in µM for hits, for the others lipid storage change, negative = inhibition, % at the top dose, mostly 46.1 µM. 320,000 tested, 0.64% active. AID 2685. Drosophila S3 cells, BODIPY lipid droplet fluorescence, 18-24 h; cells fed with added oleic acid; active = well fitted inhibition curve with a large enough effect in the signal ratio, with a control signal flat, not every such curve was filed as active; inconclusive = small, poorly fitted or top-dose-only effect, or effect the other way, or a change in a side signal; the % refers to the signal ratio
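Drosophila S3 cells got compounds at several concentrations plus oleic acid (400 uM solution). Laser-scanning cytometry with 488 nm excitation read lipid droplets at 500-530 nm and cells at 575-640 nm. Percent activity was relative to 20 uM Triacsin C.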
Lipid storage S3 cell count max: second read-out of Lipid storage S3, no call of its own (marks repeat the call); cell number change, %; measured here: cell count max response;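 cells counted by Cell Tracker Red CMTPX staining in the red channel; peak over a dose series mostly up to 46.1 µM; percent activity relative to internal control wells on each plate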
Starred values were filed as active, the others as inactive; i = inactive; ? = inconclusive; / = not tested or not shown; [ ] = remark or other dose. % is set by controls: 0 for no effect and ±100 for the full control effect; potency is the fitted concentration of half-maximal effect. An excerpt; the hit share may differ from the screen's.

SMILES	Lipid storage S3	Lipid storage S3 cell count max
O=C(Cc1ccccc1)CC1(O)C(=O)Nc2ccccc21 (centres undefined)	i	/
COc1cccc(C(=O)Nc2ccc(S(=O)(=O)NCc3ccco3)cc2)c1	?	/
CC(=O)Nc1ccc(S(=O)(=O)N2CCCC2)cc1	-5%	12
Cc1cc(OCCCC(=O)N2CCCCC2)cc(C)c1Cl	?	/
COc1ccc(C(=O)NCC(c2ccccc2)N2CCCC2)cc1S(=O)(=O)N1CCOCC1 (centres undefined)	10%	14
Cc1cc(C(=O)OC(C)C(=O)Nc2cccc(S(=O)(=O)N3CCOCC3)c2)c(C)o1 (centres undefined)	-13%	-2
CCCc1cc(=O)[nH]c(SCC(=O)c2[nH]c(C)c(C(=O)OCC)c2C)n1	22%	-7
O=C(N/N=C/c1ccsc1)c1ccc2ccccc2n1	?	/
O=C(CCC(=O)c1ccc(Br)cc1)Nc1cccc(C(F)(F)F)c1	?	/
COc1cccc2[nH]c3c(Cl)ncnc3c12	15%	0
Cn1c(=O)c2c(nc(Cl)n2Cc2ccc(Cl)c(Cl)c2)n(C)c1=O	-7%	-14
O=C(Nn1cnnc1)c1cc(-c2cccc(Br)c2)nc2ccccc12	?	/
Cc1ccc(C)c(N2CCN(C(=O)CCS(=O)(=O)c3ccc4c(c3)NC(=O)C(C)S4)CC2)c1 (centres undefined)	?	/
O=C(O)CN1C(=O)/C(=C\c2cccc(OCc3ccccc3)c2)SC1=S	15%	23
Cc1cnc(NC(=O)C(C)N2C(=O)C3CC=CCC3C2=O)s1 (centres undefined)	21%	/
COc1ccc(CCn2c(=S)[nH]c3ccc(N4CCOCC4)cc3c2=O)cc1OC	2%	-1
C=CCOc1ccc(C2C(C#N)=C(N)N(Nc3ccccc3)C3=C2C(=O)CC(C)(C)C3)cc1OC (centres undefined)	-13%	-18
COCCOC(=O)c1cc(C(=O)c2cc(F)ccc2O)coc1=N	3%	-8
COc1ccc2c(c1)C(C)CC(C)(C)N2C(=O)NC1CCCCC1 (centres undefined)	10%	-13
O=C1C(Cl)=C(NC(=O)c2ccccc2)C(=O)C(Cl)=C1NC(=O)c1ccccc1	?	/
COc1ccccc1OCCOC(=O)Nc1ccccc1	5%	-1
O=c1[nH]cnc2cc(Cl)ccc12	?	/
O=C(CCc1ccccc1)NC1C2CC3CC(C2)CC1C3 (centres undefined)	10%	7
Cn1c(=S)[nH]c2c(c1=O)C(C)(C)Cc1ccccc1-2	?	/
Cc1ccc(NC(=O)CCN2CCN(C/C=C/c3ccccc3)CC2)cc1	i	26
CC(=O)NCCC(=O)N1CCc2c([nH]c3ccccc23)C1c1cccc(Cl)c1 (centres undefined)	?	/
O=C(NC(C(=O)c1ccccc1)N1CCCCC1)c1ccccc1 (centres undefined)	?	/
Clc1ccccc1-c1nc2ccccc2c2nc3ccccc3n12	-13%	10
Cc1ccc(NC(=O)CSc2ccc3nnc(CCNC(=O)c4ccccc4)n3n2)c(C)c1	11%	-6
CCOC(=O)C1=CC[C@H]2c3c(c4ccccc4n3C)C(=O)C1N2C(=O)OC(C)(C)C	?	/
O=C(/C=C/c1c(Cl)cccc1Cl)N1CCN(c2ncccn2)CC1	?	/
O=C1CCCCC1Sc1nnc(Cc2cccs2)n1CCc1ccccc1 (centres undefined)	?	/
Nc1ccccc1Sc1ccccc1[N+](=O)[O-]	5%	11
CN1C(=O)C(O)(C2COC(C)(C)CC2=O)c2cc(Br)ccc21 (centres undefined)	?	/
CNC(=O)COc1coc(CN2CCN(C(=O)c3ccco3)CC2)cc1=O	?	/
CC(C)N(Cc1ccccc1)C(=O)CN1C(=O)NC(Cc2ccccc2)(c2ccccc2)C1=O (centres undefined)	?	/
CCCCN(C(=O)C1CCC1)c1c(N)n(CCC)c(=O)[nH]c1=O	?	/
COC(=O)c1ccc(C23CC4(C2)[C@H](CN(Cc2ccc(-c5ccccc5)cc2)[C@@H]4c2ccccc2)C3c2ccccc2)cc1 (some centres undefined)	8%	8
O=C(N/N=C/c1cn(-c2ccccc2)nc1-c1ccccc1)c1ccco1	i	/
CCCCCOC(=O)Cc1c(O)c2ccccc2[nH]c1=O	i	10
COC(=O)c1cc(C)sc1NC(=O)C1C2C=CC(CC2)C1C(=O)O (centres undefined)	-3%	3
O=C(COC(=O)Cc1ccc(F)cc1)NC1CCS(=O)(=O)C1 (centres undefined)	-7%	-13
O=C(O)c1c2c(nc3ccccc13)/C(=C/c1ccc(O)cc1)CCC2	14%	-16
CN1CCN(CC(=O)N(Cc2c(C#N)c3ccccc3n2C)c2ccccc2)CC1	24%	13
Cc1cc(-c2ccccc2)nc(SCC(=O)N2CCCC2)n1	?	/
CC(NC(=O)COC(=O)c1ccc(Cl)cc1O)c1ccc(F)cc1 (centres undefined)	?	/
COc1ccc(C(=O)C2CCCN(C(=O)/C=C/c3ccccn3)C2)c(C)c1 (centres undefined)	-2%	0
CC(C)C[C@H]1CN=C(Nc2ccccc2)N1CCC1CCCCC1	-19%	22
CC1CCCCN1C(C(=O)O)c1ccccc1 (centres undefined)	-7%	13
COc1cccc(/C=N/NC(=O)Cn2cnc3c2c(=O)n(C)c(=O)n3C)c1OC	-1%	26
CN1C(=S)SC(N(O)C(=O)Nc2ccccc2)C1(C)C (centres undefined)	?	/
Cc1oc(C(=O)O)cc1CSc1nnc(-c2ccccc2)n1C	-10%	3
Cc1ccc(-n2c(=O)[nH]c3c(C(N)=O)nc(CC(C)C)nc32)cc1	?	/
N#Cc1c(NC(=O)C(=O)NCCCN2CCOCC2)sc2c1CCC2	i	12
COc1ccc(Cl)cc1NC(=O)C(C)N(C)Cc1ccc(C(F)(F)F)cc1 (centres undefined)	?	/
Cc1cc(NC(=O)CSc2nnc(C)n2-c2ccccc2)no1	i	/
N#Cc1nc(-c2ccc(OCc3ccc(Cl)cc3)cc2)oc1N1CCOCC1	?	/
O=C(CNC(=O)C1CCCCC1)NC1CCCCC1	?	/
COc1cccc(NC(=O)CN(C)C(=O)Cc2c(C)nc3ccccc3c2C)c1	?	/
CSc1cccc(NC(=O)C2CCCN2S(=O)(=O)c2ccc(Br)s2)c1 (centres undefined)	?	/

Complete entries, quoted from the list. Values in the order: Lipid storage S3	Lipid storage S3 cell count max
Cc1ccc(-n2c(=O)[nH]c3c(C(N)=O)nc(CC(C)C)nc32)cc1 across the screens: ?	/
CC(NC(=O)COC(=O)c1ccc(Cl)cc1O)c1ccc(F)cc1 (centres undefined) across the screens: ?	/
CC1CCCCN1C(C(=O)O)c1ccccc1 (centres undefined) across the screens: -7%	13
CC(C)C[C@H]1CN=C(Nc2ccccc2)N1CCC1CCCCC1 across the screens: -19%	22

(list continues)
SMILES	Lipid storage S3	Lipid storage S3 cell count max
COc1ccc(/C=C/C(=O)O)cc1COc1ccccc1C	?	/
COCCNC(=O)CN1C(=O)NC(c2ccccc2)(c2ccccc2)C1=O	?	/
CC1CN(S(=O)(=O)c2ccc(C(=O)N(CCCN(C)C)c3nc4c(Cl)cccc4s3)cc2)CC(C)O1 (centres undefined)	6%	/
CN1CCN(c2ccc(NC(=O)c3sc4ccccc4c3Cl)cc2)CC1	?	/
COc1ccc(-n2c(=O)c3ccccc3n(CC(=O)OCc3ccccc3)c2=O)cc1OC	4%	9
COc1cccc(CNC(=O)C(C)n2ccc3cc(S(=O)(=O)N4CCCC4)ccc32)c1 (centres undefined)	i	-21
Cc1cc(NC(=O)Cn2cnc3sc(C)c(-c4ccccc4)c3c2=O)no1	1%	-21
Cc1ccc(S(=O)(=O)N2CCN(C(=O)COC(=O)Cc3ccc(F)cc3)CC2)c(C)c1	4%	-6
COCc1cc(C)n(CC(=O)Nc2c(C)cccc2C)c(=O)c1C#N	14%	6
CN(C)C(=O)c1ccc(NC(=O)CN2C(=O)NC3(CCCc4ccccc43)C2=O)cc1 (centres undefined)	17%	/
C#CCOc1c(Cl)cc(/C=N/NC(N)=S)cc1OCC	?	/
CC(Oc1ccccc1)C(=O)N1CCN=C1SCc1ccccc1F (centres undefined)	5%	-2
Cc1ccc(CCNC(=O)c2cccc(NC3=NC4CS(=O)(=O)CC4S3)c2)cc1 (centres undefined)	-6%	6
COc1ccccc1OCCNC(=O)CN(c1cccc(C)c1)S(=O)(=O)c1ccccc1	i[0.369 µM]	-4
O=C(O)c1cccn1Cc1ccccc1F	?	/
Cc1ccnc(SCC(=O)Nc2oc(-c3ccccc3)c(-c3ccccc3)c2C#N)n1	?	/
COc1cccc(C=Nc2ccccc2C(=O)Nc2ccccc2)c1O	?	/
CO/N=C(\N)c1nonc1N	?	/
O=C(C1=C[C@@H](c2ccccc2)C[C@@H](OCc2ccc(CO)cc2)O1)N1CCN(Cc2ccc3c(c2)OCO3)CC1	?	/
CCCS(=O)(=O)N1CCN(C(=O)c2cc(OC)cc(OC)c2)CC1	?	/
COc1ccc(Cl)cc1NC(=O)C(=O)N/N=C/c1cc(C)n(-c2ccc(C)cc2)c1C	?	/
COc1cccc(-n2c(SCC(=O)c3c[nH]c4ccccc34)nc3ccccc3c2=O)c1	?	/
O=C(Cc1ccccc1)N/N=C/c1ccc2c(c1)OCO2	i	/
CC(C)OCCCNC(=O)c1ccc2c(c1)S(=O)(=O)c1ccccc1C2=O	?	/
CCOC(=O)N1CCN(C(=O)c2cc3c(s2)-c2c(C)cccc2OC3)CC1	?	/
CCOc1ccc(CCNC(=O)C2CSC3(C)CCC(=O)N23)cc1OCC (centres undefined)	-9%	20
Cc1ccc2nc3c(cc(C(=O)NC4CCS(=O)(=O)C4)n3Cc3ccccc3)c(=O)n2c1 (centres undefined)	?	/
Cn1c(CNS(=O)(=O)c2ccc(Cl)cc2)cc(=O)n(C)c1=O	-2%	15
CN(Cc1nc(-c2cnccn2)no1)C1CC(C)(C)NC(C)(C)C1	i	15
O=C(Nc1ccccc1)OCc1cc(-c2ccccc2Cl)on1	?	/
COc1ccc(NC(=O)N2CCCC(C(=O)NCCc3ccccc3)C2)cc1 (centres undefined)	?	/
CC(=O)NC1CC2CCCC(C1)N2CC(=O)NCc1ccc(F)cc1 (centres undefined)	?	/
O=C(NNc1c(Cl)cccc1Cl)c1c(F)cccc1Cl	-2%	-4
CC(C)(C)c1ccc(C(=O)OCCNC(=O)c2c(Cl)nc3ccccn23)cc1	?	/
CC(O)CNCCCCOc1ccc(OCc2ccccc2)cc1 (centres undefined)	?	/
COc1ccc(/C=C2\SC(=S)N(Cc3cccnc3)C2=O)cc1C	?	/
Cc1ccc(C)c(OCC(=O)Nc2nc3ccc([N+](=O)[O-])cc3s2)c1C	-21%	3

Grouped by structure: those above containing a halogen
SMILES	Lipid storage S3	Lipid storage S3 cell count max
Cc1cc(OCCCC(=O)N2CCCCC2)cc(C)c1Cl	?	/
O=C(CCC(=O)c1ccc(Br)cc1)Nc1cccc(C(F)(F)F)c1	?	/
COc1cccc2[nH]c3c(Cl)ncnc3c12	15%	0
Cn1c(=O)c2c(nc(Cl)n2Cc2ccc(Cl)c(Cl)c2)n(C)c1=O	-7%	-14
O=C(Nn1cnnc1)c1cc(-c2cccc(Br)c2)nc2ccccc12	?	/
COCCOC(=O)c1cc(C(=O)c2cc(F)ccc2O)coc1=N	3%	-8
O=C1C(Cl)=C(NC(=O)c2ccccc2)C(=O)C(Cl)=C1NC(=O)c1ccccc1	?	/
O=c1[nH]cnc2cc(Cl)ccc12	?	/
CC(=O)NCCC(=O)N1CCc2c([nH]c3ccccc23)C1c1cccc(Cl)c1 (centres undefined)	?	/
Clc1ccccc1-c1nc2ccccc2c2nc3ccccc3n12	-13%	10
O=C(/C=C/c1c(Cl)cccc1Cl)N1CCN(c2ncccn2)CC1	?	/
CN1C(=O)C(O)(C2COC(C)(C)CC2=O)c2cc(Br)ccc21 (centres undefined)	?	/
O=C(COC(=O)Cc1ccc(F)cc1)NC1CCS(=O)(=O)C1 (centres undefined)	-7%	-13
CC(NC(=O)COC(=O)c1ccc(Cl)cc1O)c1ccc(F)cc1 (centres undefined)	?	/
COc1ccc(Cl)cc1NC(=O)C(C)N(C)Cc1ccc(C(F)(F)F)cc1 (centres undefined)	?	/
N#Cc1nc(-c2ccc(OCc3ccc(Cl)cc3)cc2)oc1N1CCOCC1	?	/
CSc1cccc(NC(=O)C2CCCN2S(=O)(=O)c2ccc(Br)s2)c1 (centres undefined)	?	/
CC1CN(S(=O)(=O)c2ccc(C(=O)N(CCCN(C)C)c3nc4c(Cl)cccc4s3)cc2)CC(C)O1 (centres undefined)	6%	/
CN1CCN(c2ccc(NC(=O)c3sc4ccccc4c3Cl)cc2)CC1	?	/
Cc1ccc(S(=O)(=O)N2CCN(C(=O)COC(=O)Cc3ccc(F)cc3)CC2)c(C)c1	4%	-6
C#CCOc1c(Cl)cc(/C=N/NC(N)=S)cc1OCC	?	/
CC(Oc1ccccc1)C(=O)N1CCN=C1SCc1ccccc1F (centres undefined)	5%	-2
O=C(O)c1cccn1Cc1ccccc1F	?	/
COc1ccc(Cl)cc1NC(=O)C(=O)N/N=C/c1cc(C)n(-c2ccc(C)cc2)c1C	?	/
Cn1c(CNS(=O)(=O)c2ccc(Cl)cc2)cc(=O)n(C)c1=O	-2%	15
O=C(Nc1ccccc1)OCc1cc(-c2ccccc2Cl)on1	?	/
CC(=O)NC1CC2CCCC(C1)N2CC(=O)NCc1ccc(F)cc1 (centres undefined)	?	/
O=C(NNc1c(Cl)cccc1Cl)c1c(F)cccc1Cl	-2%	-4
CC(C)(C)c1ccc(C(=O)OCCNC(=O)c2c(Cl)nc3ccccn23)cc1	?	/
